Screening data from PubChem BioAssay.
PhoP GFP inhibition – PhoP regulon inhibitors, Salmonella typhi PhoP promoter GFP reporter, confirmatory (AID 1850). 310,000 tested, 0.33% active. Salmonella Typhi PhoP-promoter GFP reporter, fluorescence, 4 h; higher % means a stronger effect. inhibition, % at 50 µM; hits with a dose series show IC50 in µM; in the data active means a potency from the dose series; inconclusive means inhibition mostly from about 25% at the one dose, without a potency; inactive means the rest, 99 in 100 with inhibition below about 19%;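 further: 0% = induced wells with vehicle and 100% = uninduced wells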
influenza NS1A – H1N1 influenza NS1A inhibitors, functional cell based assay (AID 504329) | NS1A functional cell-based assay, percent inhibition; higher % means a stronger effect | inhibition, % at 12.5 µM; hits with a dose series show IC50 in µM | 340,000 tested, 0.3% active; in the data active means a potency from the dose series; inconclusive means inhibition above about 27% without an active follow-up result; further: strong numbers were not always called active
VEEV TC-83 Vero – inhibitors of VEEV TC-83 cytopathic effect, confirmation, Vero cells (AID 588727); Vero cells, VEEV TC-83 cytopathic effect inhibition; higher % means a stronger effect; inhibition, % at 20 µM; hits with a dose series show IC50 in µM; 350,000 tested, 0.13% active; in the data active means a potency from the dose series; inconclusive means inhibition mostly from about 14% at the one dose, without a potency; inactive means the rest, 99 in 100 with inhibition below about 12%; further: strong numbers were not always called active
M. tuberculosis HTS – M. tuberculosis growth inhibition, HTS (AID 449762). M. tuberculosis H37Rv growth inhibition, 7H9 media; higher % means a stronger effect. inhibition, % at 25 µM; hits with a dose series show IC50 in µM. 330,000 tested, 0.59% active; in the data active means a potency from the dose series; inconclusive means inhibition above about 70% without an active follow-up result;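 further: bacterial growth assessed after seven days of incubation; strong numbers were not always called active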
tuberculosis growth – growth inhibition of non-replicating M. tuberculosis (AID 488890). Mycobacterium tuberculosis non-replicating, growth inhibition; higher % means a stronger effect. inhibition, % at 25 µM; hits with a dose series show IC50 in µM. 320,000 tested, 0.39% active; in the data active means a potency from the dose series; inconclusive means inhibition mostly from about 82% at the one dose, without a potency; inactive means the rest, 99 in 100 with inhibition below about 76%;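 further: plate controls were DMSO cells for no effect and high antibiotic wells for full effect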
VEEV TC-83 Vero 10K pilot screen – further read-out of VEEV TC-83 Vero, marked with its call; inhibition, %; measured here: 10K pilot screen inhibition
Starred values were filed as active, the others as inactive; i = inactive; u = inconclusive; x = no result given. No enrichment for hits; 1.6% or so of the library scored in one or more.

SMILES	PhoP GFP inhibition	influenza NS1A	VEEV TC-83 Vero	M. tuberculosis HTS	tuberculosis growth	others
S=c1[nH]nc(-c2ccc(Br)o2)n1Cc1ccccc1	-2%	-7%	i	2%	-6%
CC1CCN(c2ccc3c(c2)S(=O)(=O)c2cccc(C(=O)O)c2C3=O)CC1	x	-11%	0.0%	-5%	0%
O=C(CSc1nnnn1Cc1ccccc1)NCCc1ccccc1	1%	-1%	i	-1%	17%	VEEV TC-83 Vero 10K pilot screen=0.7
COc1ccc([N+](=O)[O-])cc1NC(=O)/C=C/C(=O)O	-1%	-6%	0.7%	3%	-8%
Cc1cc2c3ccccc3ncn2n1	-13%	-12%	0.8%	-3%	-7%
CC/C(CC(C)(C)c1ccccc1)=N\O	-2%	-2%	3.1%	-8%	-4%
Cc1ccc(C(=O)N2CCc3ccccc32)cc1NC(=O)c1ccco1	-5%	9%	0.4%	7%	16%
COc1ccc(C(=O)N(Cc2ccco2)Cc2cc3cc(C)ccc3[nH]c2=O)cc1OC	2%	-2%	8.0%	-8%	2%
COC(=O)c1scc(C)c1NC(=O)c1cccc(C#N)c1	5%	-12%	i	2%	9%
Cc1ccc(/C=N/NC(=O)Cn2cnc3ccccc32)o1	3%	14%	3.4%	-1%	-10%
COC(=O)c1c(NC(=O)c2ccc(C)cc2)csc1C	-1%	-4%	1.4%	32%	49%
CCc1ccc(OCC(=O)NC(NC(=S)Nc2ccc(Cl)cc2)C(Cl)(Cl)Cl)cc1 (centres undefined)	6%	-1%	7.7%	9%	6%
O=S(=O)(Nc1ccc(N2CCOCC2)cc1)c1ccc(F)cc1	0%	-1%	0.7%	5%	2%
O=C(COC(=O)CCc1nc2ccccc2s1)NC(=O)NCc1ccco1	-1%	13%	i	-3%	23%
CCC(C)Sc1nnc(Cc2cc(=O)[nH]c(=O)[nH]2)n1-c1ccc(OC)cc1 (centres undefined)	16%	-3%	i	7%	x
O=C(Oc1cncc(Cl)c1)c1ccco1	2%	-2%	0.3%	4%	12%
CC(C)(C)c1ccc(C(=O)Cn2cnnc2C#N)cc1	-9%	4%	0.7%	2%	37%
CC(C)Sc1sc(C(=O)O)c(-c2ccc(Cl)cc2)c1C#N	5%	0%	3.6%	-13%	56%
O=C(/C=C/c1ccccc1[N+](=O)[O-])OCC(=O)c1ccccc1	11%	7%	3.0%	-4%	54%
CC(C)(C)S(=O)(=O)c1ccccc1-c1noc(-c2ccccc2)c1C(N)=O	0%	x	4.4%	-1%	0%
Cc1nc(N)c(C#N)c(-c2cccnc2)c1-c1ccccc1	-5%	-13%	1.7%	-3%	-9%
CCC(=O)N1CCc2cc(Br)cc(S(=O)(=O)NCCCN(C)Cc3ccccc3)c21	8%	-2%	i	-2%	9%
Nc1nn(S(=O)(=O)c2ccccc2)cc1-c1cccc([N+](=O)[O-])c1	-4%	1%	0.4%	2%	3%
N#CCCN(C(=O)COC(=O)c1ccc2ccccc2n1)c1ccccc1	x	1%	3.7%	5%	7%
O=[N+]([O-])c1ccc(C=NNc2ccc(S(=O)(=O)O)cc2)cc1	x	7%	1.1%	x	x

Quoted from the entries so far for reference:
SMILES	PhoP GFP inhibition	influenza NS1A	VEEV TC-83 Vero	M. tuberculosis HTS	tuberculosis growth	others
S=c1[nH]nc(-c2ccc(Br)o2)n1Cc1ccccc1	-2%	-7%	i	2%	-6%
CC1CCN(c2ccc3c(c2)S(=O)(=O)c2cccc(C(=O)O)c2C3=O)CC1	x	-11%	0.0%	-5%	0%
O=C(CSc1nnnn1Cc1ccccc1)NCCc1ccccc1	1%	-1%	i	-1%	17%	VEEV TC-83 Vero 10K pilot screen=0.7
COc1ccc([N+](=O)[O-])cc1NC(=O)/C=C/C(=O)O	-1%	-6%	0.7%	3%	-8%
Cc1cc2c3ccccc3ncn2n1	-13%	-12%	0.8%	-3%	-7%
CC/C(CC(C)(C)c1ccccc1)=N\O	-2%	-2%	3.1%	-8%	-4%
Cc1ccc(C(=O)N2CCc3ccccc32)cc1NC(=O)c1ccco1	-5%	9%	0.4%	7%	16%
COc1ccc(C(=O)N(Cc2ccco2)Cc2cc3cc(C)ccc3[nH]c2=O)cc1OC	2%	-2%	8.0%	-8%	2%
COC(=O)c1scc(C)c1NC(=O)c1cccc(C#N)c1	5%	-12%	i	2%	9%
Cc1ccc(/C=N/NC(=O)Cn2cnc3ccccc32)o1	3%	14%	3.4%	-1%	-10%
COC(=O)c1c(NC(=O)c2ccc(C)cc2)csc1C	-1%	-4%	1.4%	32%	49%
CCc1ccc(OCC(=O)NC(NC(=S)Nc2ccc(Cl)cc2)C(Cl)(Cl)Cl)cc1 (centres undefined)	6%	-1%	7.7%	9%	6%
O=S(=O)(Nc1ccc(N2CCOCC2)cc1)c1ccc(F)cc1	0%	-1%	0.7%	5%	2%
O=C(COC(=O)CCc1nc2ccccc2s1)NC(=O)NCc1ccco1	-1%	13%	i	-3%	23%
CCC(C)Sc1nnc(Cc2cc(=O)[nH]c(=O)[nH]2)n1-c1ccc(OC)cc1 (centres undefined)	16%	-3%	i	7%	x
O=C(Oc1cncc(Cl)c1)c1ccco1	2%	-2%	0.3%	4%	12%
CC(C)(C)c1ccc(C(=O)Cn2cnnc2C#N)cc1	-9%	4%	0.7%	2%	37%
CC(C)Sc1sc(C(=O)O)c(-c2ccc(Cl)cc2)c1C#N	5%	0%	3.6%	-13%	56%

More structures.
SMILES	PhoP GFP inhibition	influenza NS1A	VEEV TC-83 Vero	M. tuberculosis HTS	tuberculosis growth	others
Brc1cc2c(cc1CN1CCc3ccccc3C1)OCO2	-5%	20%	i	7%	12%
O=C(CNC(=O)C1CCCCC1)OC(C(=O)c1ccccc1)c1ccccc1 (centres undefined)	x	-8%	0.3%	3%	-6%
CCN(CC)S(=O)(=O)c1ccc(N2CCOCC2)c(NC(=O)c2cccc(C#N)c2)c1	12%	6%	5.2%	-1%	2%
CCCN(CCC)CC(C)(C)NS(=O)(=O)c1ccc(Cl)cc1	-2%	-10%	i	16%	3%
Cc1cccn2c(=O)c3cc(C(=O)NCc4cccnc4)c(=N)n(CC4CCCO4)c3nc12 (centres undefined)	3%	17%	2.5%	-1%	-14%
COc1cccc(C(Nc2ccccn2)c2c(NC(=O)c3ccco3)sc(C)c2C)c1 (centres undefined)	4%	-9%	8.6%	-3%	0%
CCc1cc[n+](/C(C(=S)Nc2cccc(C)c2)=C(/[O-])c2ccc(C)c([N+](=O)[O-])c2)cc1	-13%	10%	1.7%	-1%	2%
CC(=O)c1n[nH]nc1Nc1nc(C)cc(C)n1	-4%	2%	3.5%	2%	22%
COc1ccc(OCCSc2ncccn2)cc1	11%	-6%	i	-1%	19%
COc1cccc(-c2cc(C(=O)NCCCn3ccnc3)c3ccccc3n2)c1	-5%	-3%	1.3%	-4%	7%
Cc1cc(NS(=O)(=O)c2ccc(N3C(=O)C4C5C=CC(C5)C4C3=O)cc2)nc(C)n1 (centres undefined)	7%	-2%	0.2%	1%	-10%
CCCCOC(=O)N1CCOCCOCCOCC1	8%	3%	0.7%	-4%	-7%
Cc1ccc(S(=O)(=O)NCC(=O)OCc2nnc(-c3ccccc3)o2)cc1C	-6%	7%	1.8%	2%	10%
Nc1nc(-c2ccc3ccccc3c2)c(C2(O)C(=O)Nc3c(Br)cc(F)cc32)s1 (centres undefined)	-4%	-4%	i	7%	x
O=C(O)/C=C/C(=O)Nc1ccc(Cc2ccc(NC(=O)/C=C/C(=O)O)cc2)cc1	4%	-2%	0.2%	-16%	-18%
CC(=O)Nc1ccccc1OCC(O)CS(=O)(=O)c1ccc(C(F)(F)F)cn1 (centres undefined)	3%	-1%	1.4%	-4%	-12%
C=CCN=C1NN=C(c2cc(C)n(CC=C)c2C)CS1	-7%	12%	i	u	x
CN(C)C(=O)COc1ccc2ccc(=O)oc2c1	-6%	2%	2.4%	-3%	-2%
CN(Cc1ccon1)C(=O)C1CCC(=O)N(CCc2ccc(Cl)cc2)C1 (centres undefined)	x	-1%	2.5%	x	x
COc1ccc(N2CCN(C(c3cccs3)C(C)NC(=O)C(=O)N3CCCC3)CC2)cc1 (centres undefined)	-1%	8%	i	-3%	20%
CC(=O)c1cccc(NC(=O)Nc2ccc3c(c2)OCO3)c1	0%	-13%	6.6%	-9%	7%
CCC(=O)Nc1ccc(C(=O)N/N=C/c2ccc([N+](=O)[O-])cc2)cc1	2%	-9%	5.0%	13%	-1%	VEEV TC-83 Vero 10K pilot screen=9.1
CCc1cc(=O)oc2c3c(cc(OCC(=O)NCc4ccco4)c12)OC(C)(C)CC3	0%	2%	11%	-16%	-7%
O=c1c2cc(NC(=S)NC3CCN(Cc4ccccc4)CC3)ccc2nc2n1CCCCC2	-1%	-7%	2.2%	2%	u
CCCCN(c1ccccc1)S(=O)(=O)c1cccc(C(=O)O)c1	9%	-5%	0.4%	-4%	14%

Continuation.
SMILES	PhoP GFP inhibition	influenza NS1A	VEEV TC-83 Vero	M. tuberculosis HTS	tuberculosis growth	others
CCOP(=S)(NN(Cc1ccccc1)C(=O)c1ccccc1)OCC	-3%	-8%	i	12%	-2%
O=C(CSC(=S)N1CCCCC1)Nc1ncc2c(n1)CCCC2=O	9%	-4%	i	-3%	13%
COc1ccc(C(C)=O)cc1CSc1nnc(-c2ccncc2)n1C	4%	-7%	i	1%	0%
Cc1occc1C(=O)Nc1cccc2ccccc12	4%	5%	5.0%	36%	22%
CC(=O)c1ccccc1NC(=O)COC(=O)/C(=C/c1ccccc1)n1nnnc1C	6%	38%	0.9%	-18%	34%
CCn1c(=O)n(CC(=O)N2CCC3(CC2)OCCO3)c(=O)c2ccccc21	-4%	-15%	0.7%	7%	1%
COc1ccc(-n2c(=O)c3c4c(sc3n3c(=S)[nH]nc23)CCC4)cc1	3%	-21%	1.3%	0%	0%
COc1cccc(C2=CC(c3ccc(N(C)C)cc3)n3nnnc3N2)c1 (centres undefined)	-8%	1%	i	4%	9%
CCOC(=O)CN1C(=O)C(C)(C)Oc2ccc(C(=O)Nc3ccccc3OC)cc21	-19%	-2%	1.0%	12%	14%
CCC(=O)N1CCN(C(=O)c2ccccc2)CC1	-2%	0%	0.8%	-4%	0%
CCCc1[nH][nH]c(=O)c1C(c1ccc(Br)cc1)C(C#N)C#N (centres undefined)	9%	-1%	2.2%	2%	0%
O=C(CCC(=O)Nc1ccccc1)NNC(=O)COc1ccccc1	-7%	-1%	1.5%	-6%	-5%
Cc1ccccc1-n1nc2c(c1NC(=O)c1cc3ccccc3o1)CS(=O)(=O)C2	8%	-6%	0.7%	12%	7%
CCOC(=O)C1=C(C)OC(N)=C(C(=O)OCC)C1c1cccnc1 (centres undefined)	-14%	3%	1.0%	-10%	-3%
Cc1cc(Cl)ccc1NNC(=O)CCc1ccccc1	3%	-19%	0.4%	94µM*	60%
O=S(=O)(NCc1ccc(F)cc1)c1cccc(S(=O)(=O)N2CCOCC2)c1	-3%	-10%	i	-3%	2%
CCc1ccc(NC(=S)NNC(=O)c2ccccc2OC(F)F)cc1	8%	x	x	-3%	64%
O=C(COc1ccc2c3c(c(=O)oc2c1)CCC3)N1CCCCC1	3%	3%	i	7%	7%
Cc1ccc(S(=O)(=O)/N=C(/NNC(=O)c2cccc(Cl)c2)c2ccccc2)cc1	-5%	-12%	i	2%	74%
CCOC(=O)c1ccc(N=c2scc(C)n2CC)cc1	-2%	14%	2.8%	6%	62%
CCOC(=O)C1CCCN(C(=O)C2COc3ccccc3O2)C1 (centres undefined)	x	-7%	1.6%	x	x
O=C(NCc1ccccc1)C1=C[C@H](c2csc3ccccc23)C[C@H](OCCCCO)O1	-2%	11%	2.0%	-7%	35%
Cc1cccc(NC(=O)N2CCN(Cc3ccc4c(c3)OCO4)CC2)c1C	-6%	-10%	i	-6%	-10%
O=C(CSc1nnc(NC(=O)C2CC2)s1)NCc1ccccc1	3%	10%	4.5%	0%	-6%
COc1ccc(Cn2cnc3c(N)c(C)c(C)cc32)cc1	-2%	3%	3.5%	-12%	-3%
CCCCn1c(C)c(C(=O)OCC)c2c(CN3CCOCC3)c(O)ccc21	-2%	-9%	0.6%	-6%	58%
Cc1cc2nc(-c3ccc(=O)[nH]c3)n(C)c2cc1C	11%	-18%	1.7%	-4%	-8%
COc1ccccc1NS(=O)(=O)c1cc(C(=O)NCC(C)(C)N2CCOCC2)ccc1C	1%	-2%	4.4%	-2%	-12%
CCOc1ccccc1C(=O)NCC(=O)NNC(=O)c1cccs1	x	-3%	0.6%	3%	-1%
